High-throughput results deposited in PubChem by Broad Institute.
IDE exosite inh: displaces the probe from the exo-site of human IDE; AID 1259349; purified IDE, FL-6b probe fluorescence polarization; active compounds read low; actives 6.3% (n = 17,000); z-score at 20 µM;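 active = z-score of -3 or lower, meaning strong loss of probe binding signal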;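 also: His-tagged human IDE residues 42-1019 made in E. coli with 30 nM FL-6b probe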
Target sequence (P14735 42-1019 limits assumed): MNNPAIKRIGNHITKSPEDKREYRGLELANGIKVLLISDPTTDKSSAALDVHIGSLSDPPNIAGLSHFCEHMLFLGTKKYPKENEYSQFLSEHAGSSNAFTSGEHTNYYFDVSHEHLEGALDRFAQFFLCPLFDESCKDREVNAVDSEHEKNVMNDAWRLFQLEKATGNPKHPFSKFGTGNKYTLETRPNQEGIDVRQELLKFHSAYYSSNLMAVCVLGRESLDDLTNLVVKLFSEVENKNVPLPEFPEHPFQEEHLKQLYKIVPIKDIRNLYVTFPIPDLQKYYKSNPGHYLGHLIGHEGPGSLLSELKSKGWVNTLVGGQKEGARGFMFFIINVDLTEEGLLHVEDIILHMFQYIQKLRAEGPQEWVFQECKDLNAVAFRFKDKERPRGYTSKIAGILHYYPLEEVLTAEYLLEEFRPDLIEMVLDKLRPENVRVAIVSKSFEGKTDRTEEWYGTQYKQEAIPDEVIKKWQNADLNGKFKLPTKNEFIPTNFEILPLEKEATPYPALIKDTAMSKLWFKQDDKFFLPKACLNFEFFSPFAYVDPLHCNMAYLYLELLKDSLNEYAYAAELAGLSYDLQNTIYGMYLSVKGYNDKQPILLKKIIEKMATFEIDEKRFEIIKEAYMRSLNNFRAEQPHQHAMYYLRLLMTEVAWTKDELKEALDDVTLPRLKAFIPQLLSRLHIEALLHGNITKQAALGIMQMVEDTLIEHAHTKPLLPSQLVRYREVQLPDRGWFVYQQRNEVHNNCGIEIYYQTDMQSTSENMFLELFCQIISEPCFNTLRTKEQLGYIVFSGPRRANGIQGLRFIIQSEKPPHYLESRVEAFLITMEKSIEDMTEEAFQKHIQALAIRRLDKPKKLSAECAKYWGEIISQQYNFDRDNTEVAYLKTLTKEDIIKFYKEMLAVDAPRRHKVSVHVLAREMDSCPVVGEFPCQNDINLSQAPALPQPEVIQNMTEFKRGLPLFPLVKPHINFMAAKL
Starred values were filed as active, the others as inactive; & = joins results of further samples.

SMILES | IDE exosite inh
O=C(c1ccc(F)cc1)N1CCCCN2[C@H](CO)[C@H](c3ccc(-c4ccccc4)cc3)[C@H]2C1 | -0.34
N#C[C@@H]1[C@@H](c2ccc(-c3ccccc3F)cc2)[C@@H](CO)N1C(=O)C1CCC1 | 1.22
COCCNC(=O)C[C@@H]1CC[C@@H]2[C@@H](COc3ccc(NC(=O)Nc4cccc(F)c4)cc3C(=O)N2C)O1 | -0.828
COc1ccc(-c2ccc([C@@H]3[C@H](C#N)N(C(=O)c4cccnc4)[C@H]3CO)cc2)cc1 | -1.85
O=C1NCCOCn2nncc2CC[C@@H]1Cc1cccc(Cl)c1 | 1.65
CCCC(=O)Nc1ccc2c(c1)C(=O)N(C)C[C@@H](OC)[C@@H](C)CN(C(=O)c1ccccn1)[C@@H](C)CO2 | 0.837
COc1cccc(C#Cc2ccc([C@H]3[C@@H](CO)N4C(=O)CN(C(=O)c5ccccc5)C[C@H]34)cc2)c1 | -3.81*
C/C=C/c1ccc([C@@H]2[C@@H](CO)N(C(C)=O)[C@@H]2CN(CC)C(=O)CN(C)C)cc1 | -0.565
COCCNC(=O)C[C@H]1CC[C@H]2[C@H](COc3ccc(NS(=O)(=O)c4ccc(Cl)cc4)cc3C(=O)N2C)O1 | 0.268
N#C[C@H]1[C@@H](c2ccc(C3=CCCCC3)cc2)[C@H](CO)N1C(=O)c1cccc(F)c1 | 5.79
O=S(=O)(c1ccc(F)cc1)N1CCCCN2[C@H](C1)[C@@H](c1ccc(-c3cncnc3)cc1)[C@@H]2CO | 0.502
CS(=O)(=O)N1[C@H](CO)[C@@H](c2ccc(C#CC3CCCCC3)cc2)[C@@H]1C#N | 1.61
O=C(Nc1ccc(F)cc1)N1CCCCN2[C@H](CO)[C@@H](c3ccc(C#Cc4ccccn4)cc3)[C@H]2C1 | 1.98
COc1ccccc1NC(=O)N1CC(=O)N2[C@H](C1)[C@@H](c1ccc(C#CC(C)C)cc1)[C@@H]2CO | -1.12
C/C=C/c1ccc([C@@H]2[C@@H](CO)N(C(=O)CC)[C@@H]2CNC(=O)CC)cc1 | 0.66
O=C(Nc1cc(F)ccc1F)N1CCCCN2[C@H](CO)[C@H](c3ccc(-c4cncnc4)cc3)[C@H]2C1 | 0.908
CCC(=O)N1[C@@H]2Cn3c(ccc(-c4ccccc4F)c3=O)[C@H]1[C@@H](C(=O)NC1CCC1)[C@@H]2CO | 0.142
OC[C@H]1[C@@H](c2ccc(-c3ccc(F)cc3)cc2)[C@@H]2CN(CCC(F)(F)F)CCCCN12 | 3.51
CC(C)CN(C[C@@H]1N[C@@H](CO)[C@@H]1c1ccccc1)C(=O)CN(C)C | 3.68
CCCC#Cc1ccc([C@H]2[C@H]3CN(C(=O)c4cccnc4)CC(=O)N3[C@H]2CO)cc1 | 0.452

3 entries out of the list, ordered by length of the SMILES, smallest number first:
SMILES | IDE exosite inh
CC(C)CN(C[C@@H]1N[C@@H](CO)[C@@H]1c1ccccc1)C(=O)CN(C)C | 3.68
CS(=O)(=O)N1[C@H](CO)[C@@H](c2ccc(C#CC3CCCCC3)cc2)[C@@H]1C#N | 1.61
OC[C@H]1[C@@H](c2ccc(-c3ccc(F)cc3)cc2)[C@@H]2CN(CCC(F)(F)F)CCCCN12 | 3.51

Other entries:
SMILES | IDE exosite inh
O=C(Nc1cccc(F)c1)N1CC(=O)N2[C@H](CO)[C@H](c3ccc(-c4ccccc4)cc3)[C@H]2C1 | -0.448
O=C(C1CCCCC1)N1CC(=O)N2[C@H](CO)[C@H](c3ccc(Br)cc3)[C@H]2C1 | 2.21
COCC#Cc1ccc([C@H]2[C@@H](CO)N3CCCCN(S(=O)(=O)c4cccc(OC)c4)C[C@@H]23)cc1 | 3.49
O=C(C[C@H]1C[C@@H]2c3cc(NC(=O)Nc4ccccc4)ccc3O[C@@H]2[C@@H](CO)O1)NCc1ccccc1 | 0.874
CN(C)CC#Cc1ccc([C@H]2[C@@H](CO)N3C(=O)CN(C(=O)c4ccc(F)cc4)C[C@@H]23)cc1 | 1.94
COC(=O)C[C@H]1CC[C@H]2[C@@H](COc3ccc(NC(=O)Nc4c(C)noc4C)cc3C(=O)N2C)O1 | 0.386
COc1ccccc1C#Cc1ccc([C@H]2[C@@H](CO)N3CCCCN(CCC(F)(F)F)C[C@@H]23)cc1 | -6.91*
O=C(c1ccccn1)N1CC[C@H]2[C@H](CO)Nc3ccc(C#Cc4cccnc4)cc3[C@H]21 | 2.09
O=C(c1ccncc1)N1CC(=O)N2[C@H](C1)[C@H](c1ccc(-c3cccnc3)cc1)[C@@H]2CO | 0.983
C[C@H]1CN([C@@H](C)CO)C(=O)c2ccccc2-c2ccccc2CO[C@H]1CN(C)Cc1ccc(Oc2ccccc2)cc1 | -0.684
C/C=C/c1ccc([C@@H]2[C@@H](CO)N(C(=O)C3CC3)[C@H]2CN(C)C(=O)C2CC2)cc1 | 3.64
N#C[C@@H]1[C@@H](c2ccc(C3=CCCCC3)cc2)[C@H](CO)N1C(=O)Cc1ccncc1 | 6.67
CCC(=O)N1CCCCN2[C@H](CO)[C@@H](c3ccc(/C=C/c4ccccc4)cc3)[C@H]2C1 | -2.64
C/C=C/c1ccc([C@H]2[C@@H](CO)N[C@@H]2CNC(=O)c2ccccc2F)cc1 | 4.28
O=C(Nc1ccccc1F)N1CC(=O)N2[C@@H](CO)[C@@H](c3ccc(C#CC4CCCC4)cc3)[C@@H]2C1 | 4.85
O=C(C[C@H]1CC[C@H]2[C@@H](COC[C@@H](O)CN2CCC(F)(F)F)O1)NCc1ccc2c(c1)OCO2 | 1.12
CCN(C[C@H]1[C@H](c2ccccc2)[C@H](CO)N1C(C)=O)C(=O)c1ccccn1 | 2.47
CCCC#Cc1ccc([C@@H]2[C@H]3CN(C(=O)c4cccnc4)CC(=O)N3[C@H]2CO)cc1 | -0.0272
O=C(NC[C@H]1[C@H](c2ccccc2)[C@@H](CO)N1CC1CC1)c1cccnc1 | 1.02
C[C@@H]1CN([C@@H](C)CO)S(=O)(=O)c2ccc(C#CC3(O)CCCC3)cc2O[C@H]1CN(C)C(=O)Nc1cccc(F)c1 | 0.255
O=C(Nc1ccccc1)N1CC(=O)N2[C@H](C1)[C@@H](c1ccc(C#Cc3cccnc3)cc1)[C@@H]2CO | 1.7
CN(C[C@@H]1[C@H](c2ccccc2)[C@@H](CO)N1C(=O)C1CC1)C(=O)c1ccccn1 | 1.86
O=C(NC1CCCC1)N1CCCCN2[C@H](C1)[C@H](c1ccc(-c3ccncc3)cc1)[C@@H]2CO | 2.87
COc1ccc(-c2ccc([C@@H]3[C@@H](C#N)N(C(=O)CN(C)C)[C@@H]3CO)cc2)cc1 | 1.78
C[C@H](CO)N1C[C@H](C)[C@H](CN(C)Cc2cccc(C(F)(F)F)c2)OCc2ccccc2-c2c(n(C)c3ccccc23)C1=O | -1.04
COCC(=O)N1[C@@H](C#N)[C@H](c2ccc(C#CCC3CCCC3)cc2)[C@@H]1CO | 0.242
COc1ccccc1CNC(=O)C[C@@H]1C[C@@H]2c3cc(NC(=O)C4CCC4)ccc3O[C@@H]2[C@@H](CO)O1 | -0.482
Cc1ccc(-c2ccccc2[C@@H]2[C@@H](C#N)N(C(=O)Cc3cccnc3)[C@@H]2CO)cc1 | 2.39
CC(C)(C)[S@@](=O)N1Cc2cc(C(=O)N[C@H]3CCN(Cc4ccccc4)C3)nc(-c3cccc(-c4cccnc4)c3)c2[C@H]1CCO | 2.31
CCC(=O)N1CCCCN2[C@H](CO)[C@@H](c3ccc(-c4cccnc4)cc3)[C@@H]2C1 | 0.0064
COc1ccccc1CNC(=O)C[C@H]1CC[C@H]2[C@@H](COC[C@@H](O)CN2Cc2ccc3c(c2)OCO3)O1 | -0.663
O=C(NCC[C@@H]1CC[C@H](NC(=O)c2ccccc2F)[C@@H](CO)O1)c1cnccn1 | 1.7
Cc1noc(C)c1S(=O)(=O)N(C)C[C@@H]1OCCCC[C@H](C)Oc2ccc(NC(=O)CCC(F)(F)F)cc2C(=O)N([C@@H](C)CO)C[C@H]1C | 1.11
Cc1ccc(S(=O)(=O)N(C)C[C@H]2Oc3cc(C#CC4CCCC4)ccc3S(=O)(=O)N([C@@H](C)CO)C[C@@H]2C)cc1 | -0.234
COc1ccc2c3c([nH]c2c1)[C@@H](CO)N(S(C)(=O)=O)CC31CCN(CC2CCCC2)CC1 | -2.04
Cc1ccc(-c2ccccc2[C@@H]2[C@H](C#N)N(C(=O)c3cccc(F)c3)[C@H]2CO)cc1 | 0.434
COCCNC[C@@H]1[C@H](c2ccccc2)[C@H](CO)N1c1nc(C)c(C)s1 | 0.783
CO[C@H](CN(C)S(=O)(=O)c1ccc(C)cc1)[C@@H](C)CN([C@H](C)CO)S(=O)(=O)c1cccc(Cl)c1 | 1.8
N#C[C@@H]1[C@H](c2ccccc2)[C@@H](CO)N1C(=O)CCN1CCCCC1 | -1.9
O=C(Nc1ccccc1F)N1CC(=O)N2[C@H](C1)[C@@H](c1ccc(C#CC3CC3)cc1)[C@@H]2CO | -1
C[C@H](CO)N1C[C@H](C)[C@@H](CN(C)C(=O)[C@@H]2CCCN2C)OCc2ccccc2-c2ccccc2C1=O | 1.2
O=C(C[C@@H]1C[C@@H]2c3cc(NC(=O)c4cccnc4)ccc3O[C@@H]2[C@@H](CO)O1)NCc1cc(F)ccc1F | -1.02
O=C1CN(S(=O)(=O)Cc2ccccc2)C[C@H]2[C@H](c3ccc(C#Cc4ccc(F)cc4)cc3)[C@@H](CO)N12 | 0.994
N#C[C@@H]1[C@H](c2ccccc2/C=C/c2ccccc2)[C@H](CO)N1S(=O)(=O)c1ccc(F)cc1 | 0.61
CCCN(C)C[C@H]1Oc2cc(/C=C/c3ccccc3)ccc2S(=O)(=O)N([C@@H](C)CO)C[C@H]1C | 0.445
O=C(NC[C@@H]1[C@@H](c2ccccc2)[C@@H](CO)N1C(=O)C1CCC1)NC1CCCC1 | 0.143
CCCC(=O)Nc1ccc2c(c1)OC[C@H](C)N(CC1CCOCC1)C[C@@H](C)[C@@H](OC)CN(C)C2=O | 0.365
CC(=O)N1[C@H](CO)[C@@H](c2ccccc2)[C@@H]1CN(CC1CCC1)C(=O)CC1CC1 | 2.34
O=C(Nc1cccc(F)c1)N1CC(=O)N2[C@H](CO)[C@@H](c3ccc(-c4cccc(F)c4)cc3)[C@@H]2C1 | -2.57
CC(C)[C@H]1COCc2cn(nn2)CCCCC(=O)N1 | -0.748

Part of the list above, as labelled records:
O=S(=O)(c1ccc(F)cc1)N1CCCCN2[C@H](C1)[C@@H](c1ccc(-c3cncnc3)cc1)[C@@H]2CO
- IDE exosite inh: 0.502
CS(=O)(=O)N1[C@H](CO)[C@@H](c2ccc(C#CC3CCCCC3)cc2)[C@@H]1C#N
- IDE exosite inh: 1.61
O=C(Nc1ccc(F)cc1)N1CCCCN2[C@H](CO)[C@@H](c3ccc(C#Cc4ccccn4)cc3)[C@H]2C1
- IDE exosite inh: 1.98
COc1ccccc1NC(=O)N1CC(=O)N2[C@H](C1)[C@@H](c1ccc(C#CC(C)C)cc1)[C@@H]2CO
- IDE exosite inh: -1.12

Look-ups from the list.
`COc1ccc(-c2ccc([C@@H]3[C@@H](C#N)N(C(=O)CN(C)C)[C@@H]3CO)cc2)cc1` – IDE exosite inh: 1.78
`CC(C)CN(C[C@@H]1N[C@@H](CO)[C@@H]1c1ccccc1)C(=O)CN(C)C` – IDE exosite inh: 3.68
`O=C(NCC[C@@H]1CC[C@H](NC(=O)c2ccccc2F)[C@@H](CO)O1)c1cnccn1` – IDE exosite inh: 1.7

More results follow:
SMILES | IDE exosite inh
O=C(c1cccc(F)c1)N1CCCCN2[C@H](CO)[C@H](c3ccc(-c4ccncc4)cc3)[C@@H]2C1 | 1.84
N#C[C@H]1[C@H](c2ccc(-c3cccnc3)cc2)[C@H](CO)N1C(=O)C1CCC1 | 0.54
CS(=O)(=O)N1CCCCN2[C@H](CO)[C@H](c3ccc(Br)cc3)[C@H]2C1 | 2.44
O=C(c1cccnc1)N1CCCCN2[C@@H](CO)[C@H](c3ccc(C#Cc4ccccn4)cc3)[C@@H]2C1 | -7.72*
O=C(NC1CCCC1)N1CCCCN2[C@@H](CO)[C@H](c3ccc(/C=C/c4ccccc4)cc3)[C@@H]2C1 | -14.8*
COCC(=O)N1CC(=O)N2[C@H](CO)[C@H](c3ccc(C#Cc4cccnc4)cc3)[C@H]2C1 | 1.98
O=C(Nc1ccccc1)N1CCCCN2[C@@H](CO)[C@H](c3ccc(C4=CCCCC4)cc3)[C@@H]2C1 | 4.46
COCC(=O)Nc1ccc2c(c1)[C@H]1C[C@@H](CC(=O)N3CCOCC3)O[C@@H](CO)[C@H]1O2 | -1.45
C/C=C/c1ccc([C@H]2[C@@H](CN(C)C(=O)CC3CC3)N(C(=O)C3CC3)[C@H]2CO)cc1 | -1.37
CO[C@H]1CN(C)C(=O)c2ccc(NC(=O)c3cc(C)on3)cc2OC[C@H](C)NC[C@@H]1C | 1.87
O=C(Nc1cccc(F)c1)N1[C@@H]2CNC[C@H]1C2c1ccc(-c2cccc(F)c2)cc1 (some centres undefined) | 0.127&1.26
CC(=O)N1CCCCN2[C@@H](CO)[C@@H](c3ccc(-c4ccc(C)cc4)cc3)[C@@H]2C1 | 1.07
O=C(c1ccc2c(c1)OCO2)N1CCCCN2[C@@H](CO)[C@@H](c3ccc(-c4ccccc4)cc3)[C@@H]2C1 | 0.415
C/C=C/c1ccc([C@H]2[C@@H](CO)N(C(=O)C3CCCC3)[C@H]2CNCCC)cc1 | 5.97
COc1cccc(NC(=O)Nc2ccc3c(c2)C(=O)N(C)C[C@@H](OC)[C@@H](C)CN(CC2CC2)[C@@H](C)CO3)c1 | 0.177
C[C@H](NC(=O)C[C@H]1C=C[C@@H](NC(=O)c2cccnc2)[C@@H](CO)O1)c1ccccc1 | -1.05
C[C@@H]1CCCCO[C@@H](CN(C)S(=O)(=O)c2cn(C)cn2)[C@@H](C)CN([C@H](C)CO)C(=O)c2cc(N(C)C)ccc2O1 | -0.883
O=C(C1CCC1)N1CC(=O)N2[C@@H](CO)[C@@H](c3ccc(C4=CCCCC4)cc3)[C@@H]2C1 | -3.87*
O=S(=O)(c1ccc(F)cc1)N1[C@@H]2CNC[C@H]1C2c1ccc(-c2cccnc2)cc1 (some centres undefined) | 0.689&-1.69

This is a subset, so the mix of outcomes need not match the whole.
